Screening data: PubChem, National Center for Advancing Translational Sciences (NCATS)
PKM2 act: PKM2 (human) enzyme activation; P14618; purified PKM2, Kinase-Glo ATP luminescence, activation; response scale: 0% is enzyme alone, no compound; Potency, µM (top dose mostly 57.5 µM), for inactives: at the highest dose activation, usual class: activators; actives 0.34% (n = 260,000); AID 1631; also: potency is read from the fitted curve at half-maximal effect; nearly all actives have a fitted effect of over 55% in size
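Purified hPK-M2 (>95% pure) converted ADP (0.1 mM final) to ATP with 0.5 mM PEP in 50 mM imidazole pH7.2, KCl, MgCl2, Tween 20, BSA; 1 h at room temperature. ATP detected by Kinase-Glo luminescence.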
uPA surface inh: inhibitors of cell surface uPA generation. cell surface uPA generation assay, qHTS. Potency, µM (highest dose often 38.3 µM), for inactives: at the highest dose activity change, negative = inhibition, most hits filed as inhibitors. AID 540303. actives 0.31% (n = 330,000); active = well fitted inhibition curve with a large enough effect; inconclusive = small, poorly fitted or top-dose-only effect; inactive = no such curve, though single readings can be large or run the other way; tested in mouse RAW 264.7 cells; also: potency is read from the fitted curve at half-maximal effect; nearly all actives have a fitted effect of over 55% in size
BCR signal inh: chronic active BCR signaling inhibition; ABC-DLBCL IkBa-CBG/CBR reporter, luminescence ratio, 4 h; Potency, µM (top dose mostly 46.1 µM), inactives show at the top dose ratio change, negative = lower green/red ratio, usual class: inhibitors; actives 0.05% (n = 340,000); active = well fitted inhibition curve with a large enough effect in the signal ratio, with a control signal flat, not every such curve was filed as active; inconclusive = small, poorly fitted or top-dose-only effect, or effect the other way, or a change in a side signal; the % refers to the signal ratio;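 also: potency is read from the fitted curve at half-maximal effect; plate controls were basal doxycycline-induced cells for no effect and cells given 10 µM MG132 for full effect; MG132 reads +100%, hits lower the ratio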
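Cell line TMD8 (human ABC DLBCL), stably expressing tet-inducible CBG68-IkBa fusion and CBR; IMDM/0.5% FBS; cpd up to 46 uM; dox induction, 4 h, 37C/5% CO2; dual luminescence; green/red ratio; MG132 control.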
Eya2 inh: Eya2 (human) phosphatase inhibition; AID 488837; O00167; recombinant Eya2, OMFP fluorescence dephosphorylation (OMFP is methylfluorescein phosphate); Potency, µM (highest dose often 76.9 µM), inactives show at the top dose activity, negative = inhibition, usual class: inhibitors; actives 0.006% (n = 330,000); also: potency is read from the fitted curve at half-maximal effect
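Eya2 (0.2 uM) preincubated 10 min at ambient with compound, then OMFP substrate added at 50 uM; 10 min reaction in 50 mM HEPES pH 7.5, 50 mM NaCl, 5 uM MgCl2, 0.05% BSA, 1 mM DTT. Fluorescence read at Ex 485/Em 525 nm.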
B2AR arrestin: beta2AR (human) beta-arrestin recruitment activity; P07550; beta-arrestin recruitment to beta2AR, cell-based reporter; Potency, µM (series often up to 46.1 µM), without a hit: at the highest dose activation, actives largely listed as activators; actives 0.02% (n = 330,000); AID 492947;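 also: potency is read from the fitted curve at half-maximal effect; 0% = DMSO controls and full agonism = EC100 isoproterenol or metaproterenol; nearly all actives have a fitted effect of over 65% in size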
Giardia kill: kills Giardia lamblia. activity change, % at 7.66 µM, hits read low. actives 0.15% (n = 340,000). Giardia lamblia trophozoite viability. AID 540267; in the data active = activity change below about -80%; inconclusive = between about -30% and that limit;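 also: parasites exposed to compound for two days anaerobically before the ATP read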
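Luminescent ATP signal served as the viability read-out, measured 15-30 min after adding ATP detection reagent to trophozoites that had been incubated with compounds for 48 hrs at 37 deg C anaerobically at 100 cells/well.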
USP2a inh: blocks human ubiquitin-specific protease USP2a; O75604; AID 463254; Potency, µM (series often up to 38.3 µM), inactives show at the highest dose activity change, negative = inhibition, most hits filed as inhibitors; USP2 core, Ub-CHOP2 coupled fluorogenic reporter, 485/531; actives 0.01% (n = 330,000);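 also: potency is read from the fitted curve at half-maximal effect; plate controls were DMSO wells for no effect and full inhibition by NEM control for full effect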
Target sequence (O75604 whole entry, looked up): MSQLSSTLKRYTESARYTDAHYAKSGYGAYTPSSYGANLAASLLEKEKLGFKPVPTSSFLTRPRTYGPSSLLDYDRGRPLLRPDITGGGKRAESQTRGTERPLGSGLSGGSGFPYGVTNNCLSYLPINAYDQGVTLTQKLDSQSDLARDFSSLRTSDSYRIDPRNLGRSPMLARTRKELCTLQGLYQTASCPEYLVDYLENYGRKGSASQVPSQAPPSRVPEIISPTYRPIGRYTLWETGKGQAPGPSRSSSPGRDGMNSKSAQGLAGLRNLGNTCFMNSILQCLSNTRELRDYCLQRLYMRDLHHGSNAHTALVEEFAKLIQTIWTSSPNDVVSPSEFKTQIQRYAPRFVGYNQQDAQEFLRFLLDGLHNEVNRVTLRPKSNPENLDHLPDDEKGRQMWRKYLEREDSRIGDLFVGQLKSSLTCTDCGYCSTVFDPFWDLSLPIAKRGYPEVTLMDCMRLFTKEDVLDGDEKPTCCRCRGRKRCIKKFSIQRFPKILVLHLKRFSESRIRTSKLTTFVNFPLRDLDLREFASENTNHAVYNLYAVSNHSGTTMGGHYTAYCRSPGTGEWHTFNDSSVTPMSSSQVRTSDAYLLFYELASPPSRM
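USP2 core (10nM final) preincubated 30min RT with compound in 20mM Tris-HCl pH 8.0, 2mM CaCl2, 2mM beta-mercaptoethanol, 0.05% CHAPS; 25nM Ub-CHOP2 plus 25nM reporter substrate added, fluorescence (Ex485/Em531) read after 60min.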
KCNH2 3.1 block: blocks the human KCNH2 3.1 channel isoform | activity change, % (tested at about 1.8 µM) | actives 0.95% (n = 340,000) | AID 720553 | U2OS KCNH2 3.1, thallium flux FluxOr; active compounds read low;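 active = maximum activity change below -70%; inconclusive = maximum activity change from -70% to -50%; inactive = maximum activity change above -50%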;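 also: thallium influx rate constant from kinetic fluorescence after stimulation buffer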
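U2OS cells transduced with KCNH2 3.1 mutant virus (1.77 x 10^8 /mL, 4 h), plated overnight at 37 C, loaded 45 min with FluxOr dye plus Red40 quencher. Thallium flux rate constant from kinetic reads after stimulation buffer, normalised to controls.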
GALK inh: blocks human galactokinase activity; Purified GALK, Kinase-Glo residual ATP luminescence; Potency, µM (series often up to 57.5 µM), without a hit: top-dose activity change, negative = inhibition, hits mostly inhibitors; actives 0.007% (n = 270,000); AID 1868; also: potency is read from the fitted curve at half-maximal effect
Target sequence (P51570 whole entry, looked up): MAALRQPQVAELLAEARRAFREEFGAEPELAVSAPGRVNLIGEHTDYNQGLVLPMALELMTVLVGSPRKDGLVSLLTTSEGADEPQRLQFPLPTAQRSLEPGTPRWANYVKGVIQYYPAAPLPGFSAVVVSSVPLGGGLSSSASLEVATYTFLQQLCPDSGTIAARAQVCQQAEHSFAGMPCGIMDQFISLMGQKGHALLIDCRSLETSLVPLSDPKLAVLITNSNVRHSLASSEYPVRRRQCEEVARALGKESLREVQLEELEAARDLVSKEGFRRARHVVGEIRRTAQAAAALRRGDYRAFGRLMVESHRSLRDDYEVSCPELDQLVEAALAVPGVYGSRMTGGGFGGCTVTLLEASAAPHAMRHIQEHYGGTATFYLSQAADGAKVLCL
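Human GALK (5 nM) with 35 uM ATP and 100 uM galactose in 20 mM HEPES pH 8.0, 5 mM MgCl2, 60 mM NaCl, 1 mM DTT, 0.01% BSA. After 1 h at room temperature, leftover ATP was read by Kinase-Glo Plus luminescence.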
FBPA coupling cs: coupling enzyme interference in Giardia aldolase counter-screen; actives 0.67% (n = 290,000); activity change, negative = inhibition, % at 58.2 µM, hits read low; coupling enzyme system counterscreen, AmpLite Red fluorescence; AID 2472; in the data active = activity change below about -30%
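Coupling enzymes only (glyceraldehyde-3-phosphate) + compound, at 57.5 uM final, 10 min RT; add substrate/coupling/AmpLite Red mix, 20 min RT; fluorescence ex 525/em 598 nm. Actives flag coupling-system interference.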
KCNH2 WT inh: KCNH2 (human, wildtype) channel inhibition | Q12809 | U2OS, BacMam KCNH2, thallium flux FluxOr; active compounds read low | activity change, % at 1.84 µM | actives 0.37% (n = 340,000) | AID 720551;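 active = maximum activity change below -70%; inconclusive = maximum activity change between -70% and -50%; inactive = maximum activity change above -50%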
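U2OS cells were transduced with wild-type KCNH2 virus (2.03 x 10^8 / mL) for 4 h at room temperature, then cultured overnight at 37 C. Thallium flux was read with FluxOr dye. Rate constants were normalized to DMSO controls.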
The depositor's hits bear a star; ? = inconclusive; · = no result given; [ ] = remark or other dose. Unless noted, calls follow the shape of the dose curve; as a rule, active = well fitted curve in the direction sought with a large enough effect; inconclusive = small, poorly fitted or top-dose-only effect, or another doubt; inactive = no such curve, though single readings can be large; an effect the other way counts as inactive or inconclusive. Unless noted, % is scaled to controls: 0 for no effect and ±100 for the full control effect. Compounds as they come, and some 2.4% of all compounds hit somewhere here.

SMILES	PKM2 act	uPA surface inh	BCR signal inh	Eya2 inh	B2AR arrestin	Giardia kill	USP2a inh	KCNH2 3.1 block	GALK inh	FBPA coupling cs	KCNH2 WT inh
CS(=O)(=O)c1ccc(Cl)c(NC(=O)COC(=O)c2ccc(F)cc2Cl)c1	1%	3%	-17%	-20%	-0.2%	2	4%	6	1%	1	15
Cc1c(NC(=O)C2CCCCN2S(=O)(=O)c2ccc(Cl)cc2)c(=O)n(-c2ccccc2)n1C (configuration not stated)	-4%	-4%	0%	10%	-0.2%	-9	2%	-17	1%	1	4
CC(C)OCCCNc1ncc2c(n1)CC(c1cccs1)CC2=O (configuration not stated)	-2%	2%	4%	-5%	3.5%	-5	1%	·	-3%	-9	-30
Cn1c(=O)c2c(SCC(=O)N3CCN(c4ccccc4)CC3)nc(C3CC3)nc2n(C)c1=O	-6%	3%	1%	-3%	-0.2%	-22	0%	-11	-1%	1	-2
COc1ccc(NC(=O)c2onc(C)c2Cl)cc1	3%	-21%	-3%	10%	0.0%	6	0%	2	-1%	2	4
O=C(Nc1cccnc1)c1c(O)c2cccc3c2n(c1=O)CC3	-2%	23%	?	25%	0.1%	9	0%	3	-2%	1	-4
O=C(CSc1cccc[n+]1[O-])Nc1c(Br)cc([N+](=O)[O-])cc1Br	3%	-4%	8%	16%	0.0%	35[activator]	0%	-133*	13%	0	-2
Cc1cc(C(=O)Nn2c(-c3ccncc3)nc3ccccc3c2=O)ccc1[N+](=O)[O-]	1%	-7%	0%	12%	-0.1%	14	7%	4	-4%	11	1
Cc1cccc(OCC(=O)OCC(=O)N(CC(C)C)c2c(N)n(Cc3ccccc3)c(=O)[nH]c2=O)c1C	·	4%	1%	0%	0.0%	10	0%	2	·	·	-1
COc1ccc(CCN2C(=O)NC(NC(=O)CCc3ccccc3)(C(F)(F)F)C2=O)cc1OC (configuration not stated)	7%	24%	1%	3%	-1.0%	21	2%	-11	1%	-1	-12
O=C(Nc1cccc2nsnc12)c1ccc2c(c1)OCO2	-12%	-2%	?	2%	-0.6%	-16	-2%	-3	0%	-6	-8
O=C(COC(=O)c1ccc(O)cc1O)Nc1ccc2ccccc2c1	·	-4%	?	-5%	-0.1%	-24	-1%	11	·	·	-12
Cc1cc(C(=O)COc2ccccc2C(N)=O)c(C)n1C1CC1	-3%	10%	?	6%	0.3%	-22	0%	-1	0%	1	2
CCOc1ccccc1N1CCN(C(=O)CNC(=O)c2ccccc2F)CC1	·	9%	?	7%	-0.3%	-10	2%	9	-2%	-2	-2
COc1ccc(NC(=O)CC2SC(=NCC3CCCO3)NC2=O)cc1 (configuration not stated)	1%	9%	0%	0%	0.0%	7	0%	-2	-1%	0	-16
Cc1ccc(-n2nnc(-c3nccs3)n2)cc1	-44%	2.2µM*	?	20%	0.5%	?	6%	·	9%	2	·
CCS(=O)(=O)N1N=C(c2cccc(NS(C)(=O)=O)c2)CC1c1ccccc1 (configuration not stated)	-3%	1%	1%	-13%	0.1%	8	0%	-1	-1%	1	9
COc1ccc(C(=O)COC(=O)c2c(-c3ccccc3)noc2C)c(OC)c1	·	-1%	4%	3%	-0.9%	-9	-4%	15	·	·	-3
COc1ccc(CCNC(=O)CCCNC(=O)Cn2cnc3sc(C)c(C)c3c2=O)cc1OC	8%	4%	1%	-11%	-0.2%	-1	1%	-5	-1%	2	3
Cn1c[n+](C)cc1/C=N/O	-2%	1%	-13%	-2%	-0.4%	3	1%	10	-4%	0	-1
Cc1occc1C(=O)N/N=C/c1ccc(OCc2ccccc2)cc1	-2%	-9%	?	?	-0.2%	-8	0%	-6	7%	2	-1
O=C(Cc1ccccc1)NCCc1cccc(Cl)c1	10%	-2%	6%	-8%	-0.5%	-6	0%	-9	0%	4	-11
Oc1c(N=Nc2ccccn2)ccc2ccccc12	-43%	-12%	?	-7%	-0.2%	-21	2%	13	6%	-8	19
O=C(N/N=C/c1ccco1)C(O)C(O)C(=O)N/N=C/c1ccco1 (configuration not stated)	0%	-4%	3%	3%	-0.9%	-9	1%	-17	-1%	0	-2
CCOC(=O)N1CCN(c2cc(=O)n(C)c(=O)n2C)CC1	-7%	2%	3%	-9%	-0.2%	-17	0%	1	·	0	0
COC(=O)c1ccc(C(=O)OC)c(NC(=O)CN2CCN(c3ccc(OC)cc3)CC2)c1	-1%	6%	6%	13%	-0.2%	14	7%	4	-3%	-2	4
Cc1ccc(NC(=O)CSc2nc3ccccc3c3nc(CCc4c(C)n[nH]c4C)nn23)cc1F	25%	·	?	-11%	0.4%	-9	3%	-5	2%	2	7
O=C(c1cc2c(=O)n3ccccc3nc2s1)N1CCOCC1	-8%	1%	-5%	-9%	0.0%	-17	0%	17	0%	-3	4
CC(C)CC(=O)Nc1ccc(S(=O)(=O)NCc2ccco2)cc1	-1%	-2%	6%	-1%	-0.2%	-4	5%	2	0%	2	2
O=C1c2cccc3cccc(c23)N1Cc1ccc(F)cc1	-2%	2%	2%	-3%	-0.9%	-15	-11%	0	-1%	-5	6

4 of these compounds, reformatted:
> O=C(Nc1cccnc1)c1c(O)c2cccc3c2n(c1=O)CC3
  PKM2 act = -2%
  uPA surface inh = 23%
  BCR signal inh = ?
  Eya2 inh = 25%
  B2AR arrestin = 0.1%
  Giardia kill = 9
  USP2a inh = 0%
  KCNH2 3.1 block = 3
  GALK inh = -2%
  FBPA coupling cs = 1
  KCNH2 WT inh = -4
> O=C(CSc1cccc[n+]1[O-])Nc1c(Br)cc([N+](=O)[O-])cc1Br
  PKM2 act = 3%
  uPA surface inh = -4%
  BCR signal inh = 8%
  Eya2 inh = 16%
  B2AR arrestin = 0.0%
  Giardia kill = 35[activator]
  USP2a inh = 0%
  KCNH2 3.1 block = -133*
  GALK inh = 13%
  FBPA coupling cs = 0
  KCNH2 WT inh = -2
> Cc1cc(C(=O)Nn2c(-c3ccncc3)nc3ccccc3c2=O)ccc1[N+](=O)[O-]
  PKM2 act = 1%
  uPA surface inh = -7%
  BCR signal inh = 0%
  Eya2 inh = 12%
  B2AR arrestin = -0.1%
  Giardia kill = 14
  USP2a inh = 7%
  KCNH2 3.1 block = 4
  GALK inh = -4%
  FBPA coupling cs = 11
  KCNH2 WT inh = 1
> Cc1cccc(OCC(=O)OCC(=O)N(CC(C)C)c2c(N)n(Cc3ccccc3)c(=O)[nH]c2=O)c1C
  PKM2 act = ·
  uPA surface inh = 4%
  BCR signal inh = 1%
  Eya2 inh = 0%
  B2AR arrestin = 0.0%
  Giardia kill = 10
  USP2a inh = 0%
  KCNH2 3.1 block = 2
  GALK inh = ·
  FBPA coupling cs = ·
  KCNH2 WT inh = -1

Next section:
SMILES	PKM2 act	uPA surface inh	BCR signal inh	Eya2 inh	B2AR arrestin	Giardia kill	USP2a inh	KCNH2 3.1 block	GALK inh	FBPA coupling cs	KCNH2 WT inh
Cc1ccc(-c2nc(N3CCN(C)CC3)c3ccccc3n2)cc1	4%	-4%	?	5%	0.2%	-1	-2%	2	5%	6	8
O=C(CCCn1cc([N+](=O)[O-])cn1)NCc1ccccc1	7%	-1%	-2%	13%	-0.7%	6	2%	4	1%	2	-28
Cc1ccc(-n2c(SCc3nc4ccccc4c(=O)[nH]3)nnc2-c2ccccc2O)cc1	-1%	5%	0%	-1%	0.3%	14	5%	7	2%	-1	-9
COc1ccccc1CNC(=O)c1cc2c(=O)[nH]c3ccccc3c2n1C	18%	·	?	0%	1.2%	·	-2%	·	-1%	-11	·
CC1CC(C)CN(S(=O)(=O)c2ccc(C(=O)N(c3ccccn3)C3CCCCC3)cc2)C1 (configuration not stated)	-6%	6%	?	-3%	-0.1%	8	-4%	-21	-2%	-1	-4
COc1ccc(C(=O)O/N=C(\N)c2cccc(C)c2)cc1OC	·	?	?	16%	-0.5%	8	2%	-1	1%	1	8

As a working copy, 4 of the compounds above.
SMILES	PKM2 act	uPA surface inh	BCR signal inh	Eya2 inh	B2AR arrestin	Giardia kill	USP2a inh	KCNH2 3.1 block	GALK inh	FBPA coupling cs	KCNH2 WT inh
O=C1c2cccc3cccc(c23)N1Cc1ccc(F)cc1	-2%	2%	2%	-3%	-0.9%	-15	-11%	0	-1%	-5	6
Cc1ccc(-c2nc(N3CCN(C)CC3)c3ccccc3n2)cc1	4%	-4%	?	5%	0.2%	-1	-2%	2	5%	6	8
O=C(CCCn1cc([N+](=O)[O-])cn1)NCc1ccccc1	7%	-1%	-2%	13%	-0.7%	6	2%	4	1%	2	-28
Cc1ccc(-n2c(SCc3nc4ccccc4c(=O)[nH]3)nnc2-c2ccccc2O)cc1	-1%	5%	0%	-1%	0.3%	14	5%	7	2%	-1	-9
